OXTR ag – activates the human oxytocin receptor. 0.32% of 320,000 active. P30559. CHO-OTR cells, Fluo-8 calcium fluorescence; normalized: DMSO 0%, oxytocin 100%. activation, % at 3 µM;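 active = activation above the mean of all tested compounds plus 3 SD, cutoff set per screening run, cut at about 20% in these data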;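 also: peak over basal fluorescence ratio from a 100 s FLIPR kinetic read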
Target sequence (P30559 whole entry, looked up): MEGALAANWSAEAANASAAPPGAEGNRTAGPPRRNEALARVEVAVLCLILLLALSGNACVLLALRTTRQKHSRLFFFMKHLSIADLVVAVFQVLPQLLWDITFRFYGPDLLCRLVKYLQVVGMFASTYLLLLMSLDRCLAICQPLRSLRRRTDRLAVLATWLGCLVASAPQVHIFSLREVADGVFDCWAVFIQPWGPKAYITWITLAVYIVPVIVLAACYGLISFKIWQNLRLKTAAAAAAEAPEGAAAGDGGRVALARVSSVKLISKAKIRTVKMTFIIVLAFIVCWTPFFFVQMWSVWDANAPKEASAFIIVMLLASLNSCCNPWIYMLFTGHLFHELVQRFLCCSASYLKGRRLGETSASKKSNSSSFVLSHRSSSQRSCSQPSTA
GalR3 antag – antagonists of human GalR3. HEK293 GalR3-CNG cAMP membrane potential fluorescence; galR3 body fused to GalR1 C-terminus. inhibition, % at 3 µM. 0.44% of 360,000 active. AID 651719;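 active = inhibition above the screen-wide average plus 3 SD, cut at about 13% in these data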;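 also: forskolin and galanin both at EC90 stimulate the cells; cAMP rise reported by CNG channel membrane potential dye signal; 0% = forskolin plus galanin with DMSO and 100% = forskolin alone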
Target sequence (O60755 1-299 limits assumed): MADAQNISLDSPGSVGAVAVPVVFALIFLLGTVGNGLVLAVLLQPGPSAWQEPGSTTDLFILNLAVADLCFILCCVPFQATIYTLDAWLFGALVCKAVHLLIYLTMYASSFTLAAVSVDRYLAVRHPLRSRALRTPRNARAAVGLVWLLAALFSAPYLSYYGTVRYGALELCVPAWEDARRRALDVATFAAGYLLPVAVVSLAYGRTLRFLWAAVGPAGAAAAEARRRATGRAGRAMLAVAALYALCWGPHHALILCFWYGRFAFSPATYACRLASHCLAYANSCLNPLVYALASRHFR
V1aR counter – counter-screen for oxytocin receptor agonists: human V1a receptor agonists; P37288; 0.25% of 320,000 active; activation, % at 3 µM; CHO-V1R cells, Fluo-8 calcium fluorescence, agonist mode; 0% DMSO, 100% 3 nM vasopressin;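 active = activation above the mean activation of all tested compounds plus 3 SD, per screening run, cut at about 20% in these data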;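 also: signal is peak over basal fluorescence ratio across a 100 second FLIPR read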
Target sequence (P37288 whole entry, looked up): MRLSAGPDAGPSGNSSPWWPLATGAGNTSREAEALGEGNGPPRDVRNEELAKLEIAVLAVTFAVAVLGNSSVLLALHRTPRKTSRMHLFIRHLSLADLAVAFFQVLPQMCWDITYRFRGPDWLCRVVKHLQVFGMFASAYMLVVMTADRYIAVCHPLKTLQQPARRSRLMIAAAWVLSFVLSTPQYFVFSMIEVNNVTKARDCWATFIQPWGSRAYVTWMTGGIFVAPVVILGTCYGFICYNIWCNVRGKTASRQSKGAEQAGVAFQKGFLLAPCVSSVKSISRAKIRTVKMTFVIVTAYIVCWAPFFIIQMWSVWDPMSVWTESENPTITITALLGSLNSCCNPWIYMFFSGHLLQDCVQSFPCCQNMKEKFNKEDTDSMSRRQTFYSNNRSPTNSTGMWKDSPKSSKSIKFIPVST
The depositor's hits bear a star.

SMILES	OXTR ag	GalR3 antag	V1aR counter
CC(C)C(NC(=O)c1ccc(F)cc1)C(=O)NC1(C)CCS(=O)(=O)C1 (stereo not drawn)	-0.2	-0.1	-0.3
O=C(NCC(F)(F)F)c1ccc(S(=O)(=O)N2CCN(C(=O)C3CCCO3)CC2)cc1 (stereo not drawn)	1.2	-7.6	0.2
CCOc1ccccc1C(=O)OCC(=O)Nc1cc(S(=O)(=O)N2CCOCC2)ccc1C	1.5	-2.4	1.5
Cc1cccc(NC(=O)CSCC(=O)Nc2ccc(S(=O)(=O)N3CCCC3)cc2)c1	-0.2	2.1	1.1
O=C(COC(=O)c1cc(=O)[nH]c2ccccc12)Nc1ccc(F)cc1F	0.1	-6.1	2.7
CCN(CC(=O)Nc1c(F)cccc1F)C(=O)/C=C/c1ccc(OCC#N)c(OC)c1	-0.2	0.8	0.5
COc1cccc(CN(C)C(=O)c2cccc(NC(=O)CC3SC(N4CCCCC4)=NC3=O)c2)c1OC (stereo not drawn)	-0.4	-3.5	1.1
Cc1ccccc1SCC(=O)OCC(=O)NCCNC(=O)COC(=O)CSc1ccccc1C	3.1	-1.4	4.7
COC(=O)[C@@]12CCCCN1[C@H](c1ccc(-c3cccc(Cl)c3)c(OC)c1)[C@@H]1C(=O)N(C)C(=O)[C@@H]12	-0.6	-5.2	1.2
C[C@@H]1CN([C@H](C)CO)C(=O)c2cc(NC(=O)c3ccncc3)ccc2O[C@@H]1CN(C)C(=O)Nc1ccccc1	8.0	-6.5	1.7
Cc1ccc(NC(=O)NC2CC(=O)N(c3ccc4c(c3)OCCO4)C2)c(C)c1 (stereo not drawn)	-1.1	-3.7	-1.5
Cc1ccc(CNC(=O)CN2c3cccc4cccc(c34)S2(=O)=O)cc1	-0.9	-2.9	-0.7
COc1ccccc1S(=O)(=O)NCc1ccc(C(=O)N(C)Cc2ccc(F)cc2)cc1	4.8	-2.9	2.6
COc1ccc(O)c(C(=O)c2cnn(C(=O)c3ccc(C)cc3)c2)c1	1.1	-2.6	-0.4
Cc1ccc(S(=O)(=O)Nc2ccccc2N2CCCCC2)cc1	-2.2	-5.1	-0.9
CN(CC(=O)Nc1ccc(N2CCOCC2)cc1)C(=O)C12CC3CC(CC(C3)C1)C2	-0.1	-4.4	3.2
COc1cc(S(=O)(=O)Nc2c(C)nn(C)c2C)ccc1NC(C)=O	0.4	0.0	-0.2
CCN(C[C@H]1N[C@@](C)(C(=O)OC)[C@H]2C(=O)N(Cc3ccccc3)C(=O)[C@@H]12)C(=O)C1CCCCC1	0.7	-3.7	0.3
Cc1ccnc(NC(=O)c2oc3ccccc3c2C)c1	-2.1	-3.4	-1.2
Cc1noc(C)c1NC(=O)N(C)C[C@H]1Oc2c(NC(=O)C3CCCCC3)cccc2C(=O)N([C@H](C)CO)C[C@@H]1C	0.2	-6.3	1.3
Fc1ccc2cnc(C3=CCCCC3)cc2c1	-2.5	-4.7	0.0
Cc1ccnc(NC(=O)c2cccc(S(=O)(=O)NCc3ccccc3)c2)c1	-2.6	-2.6	-1.4
CCn1c(C)nc2cc(C(=O)NNC(=O)CN(C)S(=O)(=O)c3ccc(NC(C)=O)cc3)ccc21	1.4	-6.2	3.2
Cn1nc(C(=O)NNC(=O)c2ccc(Cl)c(S(N)(=O)=O)c2)c2ccccc2c1=O	0.5	-3.6	0.8
CCCNCC(=O)Nc1cccc(S(=O)(=O)NC2=NCCCCC2)c1	-0.1	-6.0	-0.2
Additional results
SMILES	OXTR ag	GalR3 antag	V1aR counter
O=C(COC(=O)/C=C/c1ccccc1)NC(=O)NCc1ccccc1	-0.4	-2.9	1.0
Cc1cccc(NC(=O)COC(=O)C2COc3ccccc3O2)c1C (stereo not drawn)	-0.5	1.2	1.4
CCCCn1c(N)c(N(CC(C)C)C(=O)c2ccc(C)o2)c(=O)[nH]c1=O	-0.6	-2.0	0.3
CCCCn1c(N)c(N(CCOC)C(=O)CCCc2nc3ccccc3c(=O)[nH]2)c(=O)[nH]c1=O	0.8	-4.5	0.1
O=C(CN1CCCC1c1cccs1)Nc1cc(S(=O)(=O)N2CCCC2)ccc1Cl (stereo not drawn)	-0.7	-5.9	-0.5
CCOc1ccc(CN(C)C(=O)CN2C(=O)NC(c3ccccc3)(c3ccccc3)C2=O)cc1	1.5	-5.2	2.6
CC(C)(C)OC(=O)NCc1ccc(CNC(=O)c2nc[nH]c2C(=O)NCc2ccccc2)cc1	0.7	-1.6	1.1
COc1ccc(Cl)cc1C(=O)NNC(=O)CNC(=O)c1ccco1	0.0	-6.6	0.8
CC1CCCC(NC(=O)CSc2n[nH]c(=O)n2Cc2ccccc2)C1C (stereo not drawn)	1.2	-2.3	1.5
CCN1C(=O)[C@@H]2[C@@H](c3ccc(-c4ccc(C(C)=O)cc4)c(OC)c3)N3CCCC[C@@]3(C(=O)OC)[C@@H]2C1=O	-0.5	-6.3	0.3
COc1cccc(C(=O)NCC(c2cccs2)N2CCc3ccccc32)c1 (stereo not drawn)	-1.7	-1.9	-1.6
NC(=O)c1ccc(NC(=O)COc2coc(CN3CCc4ccccc4C3)cc2=O)cc1	0.9	-5.7	-0.1
CC[C@H](C)C(=O)N[C@H]1CCCN1C(=O)/C=C/c1ccccc1	0.0	0.6	0.0
Cc1ccc(S(=O)(=O)N2CCCCC2)cc1C(=O)NCc1ccc(S(N)(=O)=O)cc1	0.4	-3.9	-0.3
O=C(CSc1nnc(-c2ccco2)o1)NCCc1ccccc1	0.4	-4.3	0.1
CC1C(=O)N2CCCc3cc(NC(=O)COc4ccccc4)cc1c32 (stereo not drawn)	-0.8	-4.7	-0.5
Cc1cccc(NC(=O)c2ccccc2SCc2ccc(F)cc2)n1	-2.2	-4.2	-1.1
COc1ccc(-c2cc(C(=O)N3CCOCC3)c3ccccc3n2)cc1OC	-1.2	-4.3	0.5
CC1CCCCN1C(=O)CSc1nnc2ccccn12 (stereo not drawn)	0.7	-3.8	1.4
CC(=O)N(C)c1ccc(N=Cc2cc3c(cc2[N+](=O)[O-])OCO3)cc1	0.4	-1.4	0.1
COc1ccc(S(=O)(=O)N2CCCCC2)cc1NC(=O)C1CCCC1	-0.7	-1.5	-0.9
CN(C(=O)CSc1nnc(-c2ccc(Cl)cc2)n1C)C1CCS(=O)(=O)C1 (stereo not drawn)	1.5	-2.7	-1.0
O=C(COC(=O)c1ncc(Cl)c(Cl)c1Cl)NC1CCCCCC1	-2.7	-3.0	-1.6
CCCCN1CC(=O)N2[C@H]3c4ccc(OC)cc4OC[C@@H]3[C@H](C(=O)OCC)[C@]2(C)C1=O	0.7	-5.8	0.3
CC(OC(=O)c1cc(=O)[nH]c2ccccc12)C(=O)NCc1ccccc1 (stereo not drawn)	-0.3	-2.6	-0.3
Going on with the list.
SMILES	OXTR ag	GalR3 antag	V1aR counter
CNc1nc(-c2ccc(S(=O)(=O)N3CCCCC3)cc2)cs1	2.8	-5.9	4.1
Cc1ccc(CSCC(=O)N(CCC(C)C)c2c(N)n(Cc3ccccc3)c(=O)[nH]c2=O)cc1	-2.0	-5.9	-1.8
CCOC(=O)[C@H]1[C@H]2COc3ccc(C)cc3[C@@H]2N2C(=O)c3ccc(F)cc3NC(=O)[C@@]12C	-1.9	-1.7	-1.5
O=C(COc1ccccc1)NNC(=O)c1ccc(Cl)cc1	-1.0	-6.5	0.1
O=C(CN1C(=O)NC2(CCCCCCC2)C1=O)Nc1ccc(Br)cc1Br	-1.3	-8.6	-1.3
O=C(Nc1ccc(N2CCN(C(=O)c3ccco3)CC2)cc1)c1cc(Br)ccc1Cl	1.4	-2.5	4.2
O=[N+]([O-])c1ccc(Oc2ncccn2)cc1	1.0	-8.1	0.6
O=C(CN1CCN(CN2C(=O)NC3(CCCCCC3)C2=O)CC1)Nc1ccc(F)cc1	0.7	-6.9	-0.6
CC(Oc1cccc(Br)c1)C(=O)NNC(=O)CCS(=O)(=O)c1ccccc1 (stereo not drawn)	0.4	9.1	1.0
Cc1nc2ccccc2c(=O)n1-c1ccc(F)c(NS(=O)(=O)c2ccccc2F)c1	-1.6	1.4	-1.2
O=C(NCCOC(=O)c1ccccc1)c1ccccc1	0.8	-4.0	5.4
Cc1cc(C)n2nc(SCC(=O)N3CCN(c4ccccc4)CC3)nc2n1	-0.5	-6.1	-0.8
O=C(NCc1c[nH]c2ccccc12)c1ccccc1	1.4	3.9	1.1
N#Cc1ccc(NCC(=O)N2CCN(S(=O)(=O)c3ccccc3)CC2)cc1	1.4	-2.4	2.2
Cc1ccc(S(=O)(=O)N2CCN(C(=O)CN3C(=O)NC4(CCCCC4)C3=O)CC2)c(C)c1	-0.7	-3.8	-0.5
CCCc1cc(=O)[nH]c(SCC(=O)N2CCc3ccccc3C2)n1	0.2	-3.0	0.4
Cc1cc(C)c(NC(=O)CCN2C(=O)c3ccccc3S2(=O)=O)c(C)c1	-0.5	-0.9	0.2
C[C@]12c3[nH]c4ccccc4c3CCN1C(=O)C(CC(=O)NCc1ccco1)C[C@@H]2C(=O)N1CCOCC1 (stereo partly drawn)	-0.7	-5.6	0.7
CCCn1c(=NC(=O)CS(=O)(=O)c2ccccc2)sc2cc(S(C)(=O)=O)ccc21	0.9	0.4	-0.3
CCN(CC)CCCn1c2c(c(SCC(=O)Nc3cc(OC)cc(OC)c3)nc1=O)CCC2	-0.8	-5.0	0.5
O=C(O)c1ccccc1-c1ncc(-c2ccccc2)o1	-0.2	2.0	0.1
COc1ccccc1CCNS(=O)(=O)CCNC(=O)c1ccc2c(c1)OCO2	-0.9	-4.3	-1.6
CC(C)N(Cc1nnc(-c2ccc(Cl)cc2)o1)C(=O)C1=COCCO1	-1.1	-3.2	0.8
N#Cc1ccc(CN2CCN(C(=O)c3ccc(S(=O)(=O)NCc4ccco4)cc3)CC2)cc1	4.6	-8.0	5.5
COc1ccc(NC(=O)COC(=O)c2cccc(S(=O)(=O)N3CCCCC3)c2)c(OC)c1	-2.0	2.5	0.2

A section from the list above:
SMILES	OXTR ag	GalR3 antag	V1aR counter
CNc1nc(-c2ccc(S(=O)(=O)N3CCCCC3)cc2)cs1	2.8	-5.9	4.1
Cc1ccc(CSCC(=O)N(CCC(C)C)c2c(N)n(Cc3ccccc3)c(=O)[nH]c2=O)cc1	-2.0	-5.9	-1.8
CCOC(=O)[C@H]1[C@H]2COc3ccc(C)cc3[C@@H]2N2C(=O)c3ccc(F)cc3NC(=O)[C@@]12C	-1.9	-1.7	-1.5
O=C(COc1ccccc1)NNC(=O)c1ccc(Cl)cc1	-1.0	-6.5	0.1
O=C(CN1C(=O)NC2(CCCCCCC2)C1=O)Nc1ccc(Br)cc1Br	-1.3	-8.6	-1.3

Continued.
SMILES	OXTR ag	GalR3 antag	V1aR counter
O=C(Nc1ccccc1)c1nc[nH]c1C(=O)NCCNC(=O)c1[nH]cnc1C(=O)Nc1ccccc1	1.6	-1.6	1.1
COc1cccc(CC(=O)Nc2ccc(S(=O)(=O)N3CCOCC3)cc2)c1	1.4	-4.4	0.9
CCOc1ccc(NC(=O)CN(C)C(=O)c2ccc(C3SCCS3)cc2)cc1OCC	-1.6	-4.1	-1.7
Cc1ccc(NC(=O)CC2OC(=O)c3ccccc32)cc1S(=O)(=O)N1CCCCCC1 (stereo not drawn)	1.4	-3.2	3.2
O=C(CN1C(=O)c2ccccc2S1(=O)=O)Nc1ccc([N+](=O)[O-])cc1	3.4	-0.8	4.0
CCOC(=O)N1CCN(C(=O)COC(=O)c2ccc(S(=O)(=O)N(CC)CC)cc2)CC1	4.0	-5.7	2.0
Cc1ccc(C(=O)COC(=O)[C@@H](NC(=O)c2ccco2)C(C)C)s1	-1.3	-7.3	0.1
O=C(CSC(=S)N1CCCC1)Nc1ccc(Br)cc1Cl	-1.4	-4.5	0.0
CCC(C)N(C(=O)COc1ccc(Br)cc1C=O)C1CCS(=O)(=O)C1 (stereo not drawn)	0.8	2.8	0.3
COCCN(C(=O)C1CCCO1)c1c(N)n(CC(C)C)c(=O)[nH]c1=O (stereo not drawn)	-0.1	3.5	0.0
CCOC(=O)[C@H]1[C@H]2COc3cc(OC)ccc3[C@@H]2N2C(=O)N(c3cccc(F)c3)C(=O)[C@@]12C	-2.4	-2.8	0.1
CCCCn1c(N)c(N(CCC(C)C)C(=O)COC(=O)/C=C/c2ccc(F)cc2)c(=O)[nH]c1=O	2.6	-2.4	1.3
CCOC(=O)c1c(C)[nH]c(C(=O)NNC(=O)c2ccccc2F)c1C	0.7	-2.1	0.5
COc1cccc(NC(=O)C(=O)NCCCN2CCCC2=O)c1	0.1	-2.4	0.1
O=C(COc1ccc(Br)cc1Br)NN1C(=O)c2ccccc2C1=O	-1.9	-0.1	0.9
CCN(CC)C(=O)c1cccc(NC(=O)c2ccc3c(=O)n4c(nc3c2)CCC4)c1	0.3	-1.7	-0.9
COc1ccccc1NS(=O)(=O)c1cccc(C(=O)NCC(c2ccco2)N(C)C)c1 (stereo not drawn)	0.1	-4.7	0.8
COc1ccc(C(=O)N2CCN(c3ccc(C(C)=O)cc3F)CC2)cc1S(=O)(=O)NC1CC1	2.4	-5.1	2.8
Cc1cccc(OC(C)C(=O)Nc2cc(Cl)ccc2-n2cncn2)c1 (stereo not drawn)	-1.1	-1.7	-1.3
O=C(c1ccco1)N1CCN(Cc2cc(=O)c(OCc3ccc(F)cc3)co2)CC1	-0.5	-0.7	0.0

In another format: 3 of the compounds above
SMILES | OXTR ag | GalR3 antag | V1aR counter
Cc1ccc(NC(=O)CC2OC(=O)c3ccccc32)cc1S(=O)(=O)N1CCCCCC1 (stereo not drawn) | 1.4 | -3.2 | 3.2
CCOC(=O)[C@H]1[C@H]2COc3cc(OC)ccc3[C@@H]2N2C(=O)N(c3cccc(F)c3)C(=O)[C@@]12C | -2.4 | -2.8 | 0.1
Cc1cccc(OC(C)C(=O)Nc2cc(Cl)ccc2-n2cncn2)c1 (stereo not drawn) | -1.1 | -1.7 | -1.3

Screening data as filed in PubChem BioAssay.

Some of the compounds tested; count on the stated rates, not on these rows.
